Assay outcomes as filed in PubChem.
Vif imaging: inhibitors of HIV Vif | HEK293T cells, Vif self-association by quenched fluorescence, imaging, 24 h | inhibition, % at 7.49 µM | actives 0.35% (n = 340,000); in the data active = inhibition above about 50%, passing the limit was not always enough; also: some results filed as inactive read as strong as hits
HTR2A ag: agonists of mouse serotonin 5-HT2A receptor (HTR2A). P35363. CHO-K1 mHTR2A beta-arrestin complementation, luminescence; percent of 30 µM serotonin response. activation, % at 7.6 µM. actives 0.66% (n = 360,000);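 active = activation above a run cutoff, the mean activation of all tested compounds plus 3 SD, cut at about 14% in these data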;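 also: 0% = plate median of compound wells and 100% = 30 µM serotonin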
Target sequence (P35363 whole entry, looked up): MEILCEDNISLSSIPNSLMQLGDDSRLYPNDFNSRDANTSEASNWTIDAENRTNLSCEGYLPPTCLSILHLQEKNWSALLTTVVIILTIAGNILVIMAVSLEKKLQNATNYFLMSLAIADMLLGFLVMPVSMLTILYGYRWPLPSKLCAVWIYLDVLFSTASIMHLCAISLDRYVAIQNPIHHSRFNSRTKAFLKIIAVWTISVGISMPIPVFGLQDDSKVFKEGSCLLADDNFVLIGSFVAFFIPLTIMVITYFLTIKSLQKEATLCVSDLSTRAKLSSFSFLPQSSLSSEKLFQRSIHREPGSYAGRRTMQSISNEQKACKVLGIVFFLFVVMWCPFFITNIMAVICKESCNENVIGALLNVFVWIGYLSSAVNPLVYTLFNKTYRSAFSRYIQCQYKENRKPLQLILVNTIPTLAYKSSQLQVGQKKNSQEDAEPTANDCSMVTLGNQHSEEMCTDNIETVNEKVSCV
MC4R antagonist: antagonists of human melanocortin 4 receptor (MC4R) | P32245 | MC4R-expressing cells, MTII-stimulated cAMP, LANCE TR-FRET | inhibition, % at 6.5 µM | actives 0.48% (n = 360,000) | AID 540295;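 active = inhibition above its plate's cutoff, the mean of tested wells on that plate plus 3 SD, cut at about 29% in these data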;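 also: 0% = Melanotan II alone and 100% = Melanotan II plus saturating MCL0020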
Target sequence (P32245 whole entry, looked up): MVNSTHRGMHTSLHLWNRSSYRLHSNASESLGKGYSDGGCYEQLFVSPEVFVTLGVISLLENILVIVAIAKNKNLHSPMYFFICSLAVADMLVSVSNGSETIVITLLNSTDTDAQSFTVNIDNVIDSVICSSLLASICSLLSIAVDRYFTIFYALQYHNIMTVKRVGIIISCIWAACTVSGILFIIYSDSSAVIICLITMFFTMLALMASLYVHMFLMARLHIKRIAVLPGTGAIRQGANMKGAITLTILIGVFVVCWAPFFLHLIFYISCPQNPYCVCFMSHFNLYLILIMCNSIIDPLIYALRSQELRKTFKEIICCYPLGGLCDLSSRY
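Test system: U2OS cells stably expressing human melanocortin 4 receptor (MC4R); also added: Melanotan II challenge; compound: 6.5 µM single dose; timing: 30-min compound preincubation, 1-h Melanotan II challenge, 1-h detection, room temperature; signal: Eu-cAMP/anti-cAMP TR-FRET, emission 671 nm; repeats: one well per compound, no replicates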
PDI inh: PDI (human) enzyme inhibition | inhibition, % at 10 µM | PDI insulin aggregation turbidity, A650, 90 min | AID 588391 | P07237 | actives 0.052% (n = 350,000);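 active = mean inhibition across replicates of 30% or more, whatever share of single replicates reach that level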;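 also: absorbance from insulin aggregation driven by PDI reduction with DTT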
MC4R barr agon: activates human MC4R beta-arrestin recruitment; U2OS MC4R beta-arrestin complementation, luminescence; percent of melanotan II response, DMSO zero; activation, % at 8.9 µM; actives 0.98% (n = 360,000); AID 540308;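 active = activation above a per-plate cutoff, the mean activation of sample wells on that plate plus 3 SD, cut at about 8% in these data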
N-glyco inh: blocks N-linked glycosylation in D54 reporter cells. reporter increase, % at 12.5 µM. actives 0.23% (n = 360,000). D54 ERlucT glycosylation luciferase reporter, 24 h; percent of 100 nM tunicamycin response. AID 588692;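 active = mean luciferase reporter signal, scaled so untreated is 0 and the glycosylation-blocking control 100, at or above a set limit in every replicate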;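 also: luciferase carries N-glycosylation sites so blocking glycosylation raises the light; 0% = median of neutral control wells and 100% = median of 100 nM tunicamycin wells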
CaV13 FRET inh: Disruptors of the CACNA1D IQ motif to Ca2+-dependent inactivation inhibitor domain association, primary screening, Förster resonance energy transfer in intact living …; actives 0.098% (n = 340,000); HEK cells, CFP/YFP FRET ICDI-IQ, plate reader, 10 min; percent FRET-ratio fall versus neutral wells; AID 743397; inhibition, % at 12.3 µM;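 active = mean replicate inhibition of at least 30% and at least 1% of replicates passing that level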;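 also: 0% = median of the neutral control wells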
ABCB6 inh 2: inhibitors of human ABC transporter ABCB6; actives 0.19% (n = 360,000); K562-ABCB6 porphyrin accumulation, flow cytometry, 1 h; hits give low values; AID 602162; fluorescence ratio to DMSO, % at 10 µM;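 active = fluorescence ratio to DMSO below 75%, the collection mean minus 3 SD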;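 also: signal is porphyrin accumulated inside mitochondria; 100% equals median channel fluorescence of DMSO control wells; lower ratio means ABCB6 inhibition with less porphyrin fluorescence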
H9c2 protect: myocardial damage modulation in H9c2 cells; protection from H2O2 cell death, % at 20 µM; H9c2 cardiomyocytes, H2O2 injury protection, ATPLite, 2 h; actives 0.63% (n = 360,000);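 active = compounds giving at least 50% protection of heart cells from peroxide-induced death in the single-dose screen, raw or plate-pattern-corrected value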;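 also: 0% = DMSO wells with peroxide and 100% = DMSO wells without peroxide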
aDG glyco act: increases alpha dystroglycan glycosylation; Pro5-aDG cells, alpha-DG glycosylation AlphaScreen (IIH6); 0% Pro5, 100% B10-LARGE cell signal; activation, % at 10 µM; actives 0.22% (n = 360,000);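 active = activation of at least 8% versus controls, or a plate z-score of at least 8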;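 also: Pro5 are CHO cells carrying HIG-tagged alpha-DG that lacks glycosylation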
* marks the source's active call; other numbers are inactive results; · = no result given.

SMILES	Vif imaging	HTR2A ag	MC4R antagonist	PDI inh	MC4R barr agon	N-glyco inh	CaV13 FRET inh	ABCB6 inh 2	H9c2 protect	aDG glyco act
COC(=O)c1nnn(CC(=O)NC(=O)Nc2ccccc2F)c1C(=O)OC	-3	-1	17	1	-0.7	4	-6	101	6	-0.1
O=[N+]([O-])c1cc(Cl)cc(/C=N\Nc2ccccn2)c1O	3	2	5	1	-6.7	-4	-4	90	4	2.0
COc1ccc(CC(=O)OCC(=O)N2CCN(S(=O)(=O)c3ccc(C)cc3C)CC2)cc1	-3	-4	1	0	-1.1	0	-3	99	-1	0.0
CC(C)(CC(=O)O)CC(=O)NNc1ncccc1C#N	11	-1	16	-6	-0.7	0	-9	99	2	0.1
COc1cc(O)c(C(C)=O)c(CC(=O)O)c1	11	4	14	·	0.5	0	·	98	0	2.7
O=[N+]([O-])c1cccc(C(=Nc2ccc(Cl)cc2)NO)c1	-1	4	-2	-8	-0.2	-2	-6	99	-10	0.0
Cc1ccc(OCC(=O)N2CCN(C(=O)c3cccnc3)CC2)cc1	-7	2	3	-4	-1.6	2	-3	89	-2	-0.3
CCOC(=O)COc1nc(-c2ccc(Cl)cc2)cc(-c2ccco2)c1C#N	8	-1	14	3	1.1	2	-2	99	-11	0.1
COc1ccc(CCN(C)C(=O)CSc2nnnn2C)cc1OC	-12	3	9	-6	-1.4	0	-4	100	6	0.3
O=C(NCC(=O)N1CCOCC1)c1ccccc1	13	3	-3	5	0.0	0	-3	93	2	0.1
CSc1ccc(/C=N/Nc2ccc(Cl)c(C(=O)O)c2)cc1	0	1	16	5	0.2	-10	-7	99	-5	0.0
O=C1NC(=O)N2CCSC2(Cc2ccccc2)N1 (configuration not stated)	-2	1	5	11	0.9	8	-6	104	0	-0.1
O=C1CCN(CCc2ccccc2)CCN1[C@H](CSc1ccc(Br)cc1)c1ccccc1	-2	-6	7	1	1.2	-2	-7	92	-18	0.0
S=C1NNC2(NN1)C1CC3CC(C1)CC2C3	9	1	1	10	-0.7	1	-4	96	18	-0.2
CC(c1ccccc1)c1nnc(N)s1 (configuration not stated)	0	7	5	-1	-2.1	1	-2	101	0	-0.1
COc1cccc(C2=NOC(C(=O)N3CCN(C(=O)c4ccco4)CC3)C2)c1 (configuration not stated)	22	5	13	·	-1.3	-1	-2	103	7	-0.1
CCCNC(=O)C1(C)CCN(C(=O)COCc2ccccc2)C1 (configuration not stated)	-4	7	-2	-6	-0.8	1	-6	96	-1	-0.2
O=C(CN(C(=O)c1csnn1)c1ccccc1C(F)(F)F)NCc1ccccc1	17	-3	6	-13	-4.7	0	-4	101	-3	-0.1
CCOC(=O)CN(C(=O)CSc1nnc(-c2ccc(OC)c(OC)c2)o1)c1ccccc1	-12	-2	5	4	-2.3	-1	-2	99	4	0.2
Nc1nccc2c1ncn2C1OC(CO)C(O)C1O (configuration not stated)	-13	4	-1	1	-2.3	-7	-5	96	-2	0.0
CCOC(=O)c1nc2ccccc2s1	-5	0	9	-2	1.7	0	·	95	4	0.0
CN(C)/C=N/S(=O)(=O)c1ccc(Cl)cc1	-7	6	6	3	-3.7	1	-8	101	4	-0.3
Cc1cc(C(=O)N2CCc3ccccc32)ccc1[N+](=O)[O-]	5	-6	9	5	-1.7	-2	-5	88	0	-0.1
CC(C)CNS(=O)(=O)c1cc(C(=O)OC2CCOC2=O)c(Cl)cc1Cl (configuration not stated)	27	7	25	-20	1.6	2	-4	91	3	0.0
COc1ccc(CC2(C)OC(c3ccc(C)cc3)=NN2C(C)=O)cc1 (configuration not stated)	10	-1	-4	8	4.7	-3	-11	95	-4	0.0
COC(=O)c1cc(S(=O)(=O)Nc2cc(OC)cc(OC)c2)cn1C	·	1	3	-24	-0.4	1	-5	104	-4	0.0
O=C(O)CC1(CC(=O)Nc2ccc(C(F)(F)F)cc2)CCCC1	·	5	6	7	-0.5	1	-4	99	-1	0.0
CCNc1nc(NCC)n2c(SCC(=O)Nc3ccc(F)cc3)nnc2n1	-7	0	1	-3	-0.2	3	-3	98	-1	0.3
O=C1NC[C@@H](CCCCN2C[C@H](Cc3ccc(O)cc3)N(Cc3ccccc3)C(=O)C2=O)N(CC2CCCCC2)C1=O	·	-1	·	·	·	·	-4	95	·	-0.2
O=C(NCCc1ccccc1Cl)C1CCC(=O)N(Cc2ccc(Cl)cc2)C1 (configuration not stated)	·	1	12	1	-2.5	-1	-5	102	-3	-0.2
CCN(CC)CCNC(=O)CCCCn1c(=S)[nH]c2c([nH]c3ccc(OC)cc32)c1=O	2	-3	-2	-9	-1.3	4	-4	96	·	·
O=C(C1CCN(C2CCN(CC3CC=CCC3)CC2)CC1)N1CCOCC1 (configuration not stated)	9	-2	-2	-8	-0.2	0	-5	101	12	-0.1
Cc1ccccc1CS(=O)(=O)c1cnc2ccccc2n1	-2	-4	2	7	-0.4	-4	·	116	11	2.7
CC(=O)N1[C@H](Cc2ccccc2)C=C[C@]1(C)C(=O)NCc1ccccn1	0	-4	5	-1	1.4	0	-9	103	-4	-0.1
COC(=O)c1cccc(NC(=O)CSc2nnc(COc3ccccc3)n2C)c1	·	-3	3	-5	-0.5	0	·	112	-4	0.0
C=CCOc1ccc(Cl)cc1CNCCCN1CCOCC1	30	6	13	-4	-0.6	-1	·	102	6	0.2
O=C1C(=Cc2cccc(Cl)c2)CCc2ccccc21	6	-5	·	·	·	3	-4	98	-12	0.0
CCOc1ccc(-c2noc(-c3csc([C@@H]4O[C@H](CO)[C@H](O)[C@H](O)[C@H]4O)n3)n2)cc1	8	-4	5	-1	-0.9	1	-5	95	-6	-0.2
Cc1cc(C)c(C)c(S(=O)(=O)NCc2ccc(C(=O)N3CCOCC3)cc2)c1C	4	1	17	-2	-1.1	2	-5	96	-2	0.1
CCc1nc2c(OCc3ccc(Cl)cc3)cccn2c1N(C)C(=O)C1CC1	·	-3	-7	-3	-1.6	0	-5	96	3	0.3
O=C(CCc1ccccc1O)N/N=C/c1ccc(Sc2cccc3cccnc23)o1	-11	13	8	11	-0.1	-2	-6	96	-8	0.7
O=C(CCC(=O)OCCCC(F)(F)C(F)(F)F)NC1CCCCC1	3	2	6	1	-1.4	2	-4	94	-4	-0.2
Cc1ccc(OCC(=O)Nn2cnc3ccccc32)cc1	1	2	1	1	-1.0	1	-3	94	7	3.1
COc1ccc(-c2coc3c(C(=O)Nc4cccnc4)cccc23)c(C)c1	-14	-5	3	-1	1.2	-1	-5	97	-8	0.2
CC(=O)Nc1ccc(NC(=O)C(C)OC(=O)C2CCCCC2)cc1 (configuration not stated)	-8	-2	5	4	0.5	-1	-3	90	-2	0.1
CC(C)OC(=O)c1cccc(C(=O)Oc2ccc(Br)cc2)n1	1	5	3	-1	-0.7	-2	·	99	-1	-0.1
CCN(CC)S(=O)(=O)c1ccc2c(c1)nc(CCC(=O)OCc1c(C)noc1C)n2C	-2	-2	2	-3	-2.0	2	-5	100	2	-0.2
CCCC[n+]1ccn(-c2nc3ccccc3nc2[N-]S(=O)(=O)c2ccc(Br)cc2)c1	-3	-2	6	-3	-1.3	-4	-2	103	0	0.0
CN(CC(=O)O)S(=O)(=O)/C=C/c1ccccc1	-2	-2	6	-2	-2.0	0	-6	102	4	0.0
CCN(c1ccc(OC)cc1)S(=O)(=O)c1ccc2c(c1)NC(=O)CS2	-2	-4	0	-5	0.7	0	-2	99	-8	-0.1
O=C(/C=C/c1cn(-c2ccccc2)nc1-c1cccnc1)NCCN1CCOCC1	·	-7	3	0	-2.1	2	5	97	21	-0.1
CNCC(O)COc1cccc(OC)c1 (configuration not stated)	-10	1	9	0	1.0	-2	-2	98	5	-0.1
CCOC(=O)c1cnc(SC)nc1Sc1ccc(Cl)cc1Cl	0	3	-7	14	2.1	3	·	102	-19	-0.1
Cn1c(=O)c2c(nc(NCc3ccco3)n2CC(O)CO)n(C)c1=O (configuration not stated)	0	4	0	-5	-2.5	-1	-2	99	0	-0.1
O=S(=O)(c1ccccc1)N1CCC(n2cnc3ccccc32)CC1	1	0	5	8	-0.6	-4	-4	93	11	0.2
CC(=O)N1N=C(c2cccc([N+](=O)[O-])c2)OC1c1ccccc1Cl (configuration not stated)	0	-1	7	0	-3.6	-2	-4	97	0	-0.5
COc1ccc(N2CC(O)=C(c3nc(-c4ccc(F)cc4)cs3)C2=N)cc1Cl	-10	-4	10	-2	11*	-1	-7	103	-2	0.0
C=CCn1c2[n+](c3ccccc3c1=O)CCCCC2	4	3	0	5	-0.5	2	-5	102	2	-0.3
CCn1c2nc(SCCN3CCOCC3)nnc2c2cc(C)cc(C)c21	-18	-3	6	-5	-2.7	0	-21	94	10	-0.1
CCN1CCN(c2ccc(S(=O)(=O)N3CCCCC3)cc2NC(=O)c2ccc(F)cc2)CC1	5	8	5	-5	-2.2	1	-14	94	4	0.3

(further entries)
SMILES	Vif imaging	HTR2A ag	MC4R antagonist	PDI inh	MC4R barr agon	N-glyco inh	CaV13 FRET inh	ABCB6 inh 2	H9c2 protect	aDG glyco act
COc1ccc(NS(=O)(=O)c2cccc(C(=O)N(C)Cc3cccs3)c2)cc1	-8	-2	11	2	0.1	-1	-2	98	-4	0.5
COc1cc(OC)cc(C(=O)NNC(=O)CNC(=O)c2cccs2)c1	27	0	-3	-7	-2.5	-1	-2	99	5	-0.1
CCn1cc(C(=O)O)c(=O)c2cc(F)c(N/N=C/c3ccccc3[N+](=O)[O-])cc21	-11	1	-1	-5	1.0	3	-3	96	2	-0.5
Nc1nnc(SCC(=O)OCC(=O)NC2CCCCC2)s1	-2	3	3	-1	-1.7	1	-2	95	1	-0.1
CCOc1ccc(NC(=O)CSc2nc3ccccc3c(=O)n2CCCC(=O)NCC2CCCO2)cc1 (configuration not stated)	0	-5	6	-3	1.7	0	-2	97	4	0.4
COc1ccc(/C(C)=N/N=C(N)N)c(OC)c1	-15	-2	0	7	0.9	2	2	97	-8	-0.1
O=C(c1ccc(Cl)cc1Cl)N1CCC(c2nc3c(nnn3Cc3ccco3)c(=O)[nH]2)CC1	3	11	0	9	-0.8	2	·	108	4	-0.1
C[C@H]1CCC2[C@](C)(CO)[C@@H](O)CC[C@]2(C)[C@@]12CCC(CO)(CCO)O2 (some centres not stated)	8	1	5	5	-1.6	-1	-5	97	-4	0.0
C[C@H](NS(=O)(=O)c1c(Cl)cccc1Cl)C(=O)NNC(=O)COc1ccccc1F	52*	-5	9	-4	-0.8	3	-13	101	-2	0.1
COc1ccc(Cl)cc1NC(=O)c1ccoc1C	-4	-5	8	4	-3.1	0	·	107	9	0.1

Reformatted bar-delimited: two of the compounds above.
molecule | Vif imaging | HTR2A ag | MC4R antagonist | PDI inh | MC4R barr agon | N-glyco inh | CaV13 FRET inh | ABCB6 inh 2 | H9c2 protect | aDG glyco act
COc1ccc(NS(=O)(=O)c2cccc(C(=O)N(C)Cc3cccs3)c2)cc1 | -8 | -2 | 11 | 2 | 0.1 | -1 | -2 | 98 | -4 | 0.5
COc1cc(OC)cc(C(=O)NNC(=O)CNC(=O)c2cccs2)c1 | 27 | 0 | -3 | -7 | -2.5 | -1 | -2 | 99 | 5 | -0.1

Not a hit list, and some 3.6% of all compounds hit somewhere here.
